# Compound activity: PubChem, several laboratories
# Yeast lifespan up: extends the lifespan of yeast; S. cerevisiae growth with nicotinamide, OD615; deaD strain in restrictive glucose medium; inhibition of the nicotinamide effect, % at 10 µM; 130,000 tested, 0.68% active;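 active = inhibition above a set limit, placed 3 SD over the median of all compounds, cut at about 26% in these data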;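 note: 0% = nicotinamide-treated wells and 100% = cells grown without nicotinamide; some compounds called inactive have numbers as strong as hits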
#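 Buffer or medium: CSMM-D glucose medium, restrictive; test system: modified budding yeast, DeaD strain; compound: single dose 10 µM compound, 0.25% DMSO; schedule: culture preincubation 4 h, compound exposure 48 h, both 30 °C; detection: optical density (absorbance) at 615 nm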
# Yeast growth inh: chemicals that inhibit yeast BB579 growth in restrictive medium (lifespan-shortening candidates); S. cerevisiae BB579 growth, OD615, 48 h; inhibition, % at 10 µM; 140,000 tested, 0.51% active;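 active = inhibition above a set limit, 3 SD over the mean compound inhibition, cut at about 44% in these data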; note: inactives centre near -24
#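 System: DeaD yeast strain BB579; buffer or medium: CSMM-D dextrose restrictive medium; technique: OD at 615 nm; schedule: 4 h cell preincubation, 48 h compound exposure, 30 °C humidified; doses: single 10 µM dose; controls: amphotericin B 10 µg/mL, positive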
# Measles CPE: protection of cells from measles virus; Measles virus-infected cells, CPE protection, absorbance; protection (pct of control), % at 4 µM; 140,000 tested, 1.5% active; AID 841; in the data active = protection mostly above about 24%, no sharp cut-off; inactive = mostly below about 26%; note: some compounds called inactive have numbers as strong as hits
# bCat KO growth: beta-catenin-lacking colon tumor cell growth suppression; 140,000 tested, 1.5% active; AID 818; viability, % at 10 µM; HCT116 beta-catenin knockout viability, CellTiter-Glo, 60 h; hits give low values;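 active = viability at or under a set limit, the compound median less 4 SD, cut at about 6% in these data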;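 note: 0% = Hyamine 1622 control at 20 µM and 100% = untreated cell control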
# PTEN del growth: growth suppressors of cells with PTEN tumor suppressor deletion. HCT116 PTEN-null viability, CellTiter-Glo, 60 h; hits give low values. 140,000 tested, 1.2% active. viability, % at 10 µM;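 active = viability at or below a set limit, 4 SD under the median of all tested compounds, cut at about 3.7% in these data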;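 note: PTEN knockout HCT116 line with beta catenin targeted HCT116 as companion control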
# GALR2 antag: blocks the human galanin receptor 2; O43603; GALR2-expressing cells, antagonist mode; inhibition, % at 4 µM; 140,000 tested, 0.39% active; in the data active = inhibition above about 27%;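 note: cells stimulated with galanin 1-16 at roughly its EC80; 0% = agonist challenge control and 100% = basal control without agonist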
# Target sequence (O43603 whole entry, looked up): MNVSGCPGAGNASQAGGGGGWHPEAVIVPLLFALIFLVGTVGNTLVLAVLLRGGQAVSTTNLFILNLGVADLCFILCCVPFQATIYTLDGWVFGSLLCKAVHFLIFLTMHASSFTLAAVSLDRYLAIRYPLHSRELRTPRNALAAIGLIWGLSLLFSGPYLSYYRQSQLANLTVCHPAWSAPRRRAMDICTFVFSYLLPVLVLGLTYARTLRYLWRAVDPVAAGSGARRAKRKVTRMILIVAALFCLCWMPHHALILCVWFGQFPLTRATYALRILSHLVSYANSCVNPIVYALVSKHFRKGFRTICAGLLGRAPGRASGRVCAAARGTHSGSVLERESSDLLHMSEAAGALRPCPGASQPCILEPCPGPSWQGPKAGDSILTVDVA
# Phagocytosis inh: blocks phagocytosis by macrophages; inhibition, % at 5 µM; 110,000 tested, 0.07% active; J774A.1 macrophage IgG-bead phagocytosis, imaging; AID 1029;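 active = inhibition above the mean of the plate negative controls plus 5 SD, cut at about 13% in these data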;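 note: phagocytic index as fraction of beads internalized from green versus red external bead signal; plate controls were DMSO negative control for no effect and cytochalasin-D positive control for full effect; some results beyond the cut were filed as inactive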
# NPY Y2 blocker: blocks the human neuropeptide Y Y2 receptor; P49146; NPY-Y2 expressing cells, antagonist mode; inhibition, % at 2.7 µM; 140,000 tested, 0.99% active; AID 793; in the data active = inhibition above about 17%;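 note: 0% = vehicle with agonist challenge and 100% = reference antagonist with challenge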
# Target sequence (P49146 whole entry, looked up): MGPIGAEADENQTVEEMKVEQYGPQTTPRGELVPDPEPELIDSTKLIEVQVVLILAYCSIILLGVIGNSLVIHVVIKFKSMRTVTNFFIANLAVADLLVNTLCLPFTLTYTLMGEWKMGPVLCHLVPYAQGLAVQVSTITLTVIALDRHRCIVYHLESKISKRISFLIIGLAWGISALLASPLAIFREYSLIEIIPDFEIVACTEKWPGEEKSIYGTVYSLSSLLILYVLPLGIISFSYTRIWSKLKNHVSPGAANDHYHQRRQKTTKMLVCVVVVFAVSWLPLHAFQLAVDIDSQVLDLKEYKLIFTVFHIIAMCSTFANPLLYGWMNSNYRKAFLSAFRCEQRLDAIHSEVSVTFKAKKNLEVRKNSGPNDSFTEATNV
# MRP-1 activ: activates MRP-1; H69AR cells + doxorubicin, viability rescue, CellTiter-Glo; viability increase, % at 10 µM; 140,000 tested, 0.61% active; AID 799;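 active = viability gain under doxorubicin at or above a set limit, the compound median plus 3 SD, cut at about 4.7% in these data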;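 note: MRP-1 overexpressing cells given doxorubicin 25 µM after compound pretreatment; 18-22 h compound pretreatment then 72 h with doxorubicin before readout; 0% = doxorubicin-only wells and 100% = vehicle-treated cells without doxorubicin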
# E-sel TNF inh: blocks E-selectin expression induced by TNF alpha; HUVEC TNFa-induced E-selectin immunofluorescence, high content; inhibition, % at 2 µM; 120,000 tested, 0.71% active; AID 1246;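 active = inhibition above the batch mean plus 3 SD, and confirmed as a hit on visual image review, cut at about 43% in these data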;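 note: 0% = TNF-stimulated DMSO wells and 100% = unstimulated control wells; not every result past the cut was called active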
# * = called active by the depositor; . = not tested or not shown.
SMILES,Yeast lifespan up,Yeast growth inh,Measles CPE,bCat KO growth,PTEN del growth,GALR2 antag,Phagocytosis inh,NPY Y2 blocker,MRP-1 activ,E-sel TNF inh
CCCCC(=O)Nc1ccc2c(c1)nc1n2CCOC1,-2,-55,9,103,111,1,0,6,0.0,.
COc1cc(N(C(=O)Cc2cccs2)C(C(=O)NC2CCCCC2)c2cccc(OC)c2OC)ccc1-n1cnnn1 (centres undefined),7,-8,35,73,69,2,-13,4,-4.3,.
O=C1[C@@H]2Cc3c([nH]c4ccccc34)[C@@H](c3ccccc3)N2C(=O)[C@@H]2Cc3c([nH]c4ccccc34)[C@@H](c3ccccc3)N12,-1,1,1,1.4*,1.5*,14,.,-2,-4.4,.
CCOC(=O)c1cnn(-c2ccccc2)c1-n1cccc1,-12,-45,16,91,89,0,0,3,-1.6,.
COc1cccc(CNCCSc2nnnn2C)c1OC,-7,-27,3,97,97,-14,0,0,-2.4,-16
COc1ccc(N(CC(=O)Nc2ccc(S(=O)(=O)N3CCOCC3)cc2)S(=O)(=O)c2ccccc2)cc1,-12,-44,5,76,70,-9,2,-2,-3.0,-5
CC(=O)N1CCN(c2ccccc2NC(=O)c2cc(Br)ccc2Cl)CC1,-8,-28,2,76,78,-19,0,3,-1.4,-21
CCOC(=O)Cc1csc(SCC(=O)Nc2cc(Cl)ccc2Oc2ccccc2)n1,-7,-38,18,45,55,-1,-1,19*,-2.6,17
Cc1ccc(OC(=S)Nc2ccc(F)cc2)cc1,.,-14,23,93,89,-3,.,2,-5.1,-15
COCCCn1c(CCC(=O)O)ccc1-c1ccc(F)cc1,-11,-45,5,113,96,-8,0,5,-1.7,10
COc1cc(OC)cc(C(=O)NC2=NCCS2)c1,-18,0,8,79,88,2,-1,1,-0.2,23
O=C(Cc1ccc(F)cc1)N1CCN=C1SCc1ccc([N+](=O)[O-])cc1,-4,-5,5,59,76,-8,-8,4,-2.4,9

# Part of the list above, field by field:
Cc1ccc(OC(=S)Nc2ccc(F)cc2)cc1
- Yeast lifespan up: .
- Yeast growth inh: -14
- Measles CPE: 23
- bCat KO growth: 93
- PTEN del growth: 89
- GALR2 antag: -3
- Phagocytosis inh: .
- NPY Y2 blocker: 2
- MRP-1 activ: -5.1
- E-sel TNF inh: -15

COCCCn1c(CCC(=O)O)ccc1-c1ccc(F)cc1
- Yeast lifespan up: -11
- Yeast growth inh: -45
- Measles CPE: 5
- bCat KO growth: 113
- PTEN del growth: 96
- GALR2 antag: -8
- Phagocytosis inh: 0
- NPY Y2 blocker: 5
- MRP-1 activ: -1.7
- E-sel TNF inh: 10

# (further entries)
SMILES,Yeast lifespan up,Yeast growth inh,Measles CPE,bCat KO growth,PTEN del growth,GALR2 antag,Phagocytosis inh,NPY Y2 blocker,MRP-1 activ,E-sel TNF inh
CCOC(=O)Cc1nnc(Nc2ccc(C)cc2)c2ccccc12,.,-39,33,97,98,2,.,-1,0.6,7
Nc1nonc1-n1nnc(C(=O)N/N=C/c2cc(Br)ccc2O)c1CSC1=NCCS1,5,-20,1,8,14,-3,-10,6,0.9,4
COC(=O)c1nc(NC(=O)c2ccccc2Cl)n[nH]1,-1,4,7,97,99,4,0,1,-2.4,-10
COc1ccc(NC(=O)CSc2nc3ncccc3[nH]2)cc1OC,-3,-10,1,98,103,-8,-2,2,-2.6,15
COc1ccc2c(c1)OC1(C)CC2C(C(=O)c2ccccc2OC)C(=O)N1 (centres undefined),-1,-17,31*,91,91,2,.,2,-1.1,-10
CSc1oc(-c2ccco2)nc1S(=O)(=O)c1ccc(F)cc1,-9,-18,11,91,99,12,.,1,-2.5,-25
Cc1nc2[nH]c(=S)n(C)c(=O)c2nc1C,2,-37,6,109,101,12,-3,5,-1.6,5
CCCCCN=C(C)c1c(O)c2ccccc2oc1=O,-14,-22,3,99,101,-4,1,3,-0.4,-1
CN(C)c1nc(-c2ccccc2)cc(C(F)(F)F)c1C#N,-11,-13,12,84,90,3,-4,10,-1.7,8
COCCCNC(c1ccccc1)c1ccncc1 (centres undefined),-2,-17,12,99,97,0,0,-3,0.7,20
O=C(CSc1nnc(CNc2ccc(Cl)cc2)n1Cc1ccccc1)NCc1ccco1,-4,-41,3,85,95,-2,.,0,-1.6,-60
CCCCOc1ccc(Cl)cc1CSc1nncn1N,-3,0,6,94,86,6,0,-1,-0.5,-11
N#CC1(NC(=O)COc2ccc3oc4ccccc4c3c2)CCCCC1,-4,-22,21,99,83,-23,-3,3,0.0,-14
CCOC(=O)c1ncn2c1C(=O)OC2(C)C,-2,-17,4,97,98,7,-1,0,0.9,-59
Cc1nc2c(-c3ccc(F)cc3)c(C)nn2c(C)c1CCC(=O)N1CCOCC1,-6,-53,4,78,96,-4,0,2,-1.1,.
CSc1ccccc1NC(=O)CSCc1ccc(Br)cc1,-18,-28,5,100,88,-27,.,12,0.4,-8
Cc1cc(C(=O)CN2C(=O)c3ccccc3C2=O)c(C)n1C1CC1,-1,-13,3,92,95,-3,.,2,-3.3,.
CCCCOc1ccc(/C=N/NC(=O)c2csc(C)c2C)cc1,-11,-7,2,55,54,-10,0,3,0.1,-12
COC(=O)c1sccc1NC(=O)c1cc(-c2cccc(C)c2)nc2ccccc12,-4,-60,-1,2.0*,0.8*,7,-4,5,-3.1,.
Cc1[nH][nH]c(=O)c1C(c1c(C)[nH][nH]c1=O)c1cn(Cc2cccc3ccccc23)c2ccccc12,-15,-28,10,11,7,5,.,1,-4.9,-32
Cc1cccc(-n2c(-c3csc4ccccc34)n[nH]c2=S)c1,2,-21,6,98,105,5,-4,5,-1.7,.
CCOc1ccc(N(CC(=O)NN=C2CCN(C)CC2)S(C)(=O)=O)cc1,3,-37,11,100,95,4,1,0,-1.9,-11
O=C1NC(NS(=O)(=O)c2ccccc2)(C(F)(F)F)C(=O)N1c1ccc(F)cc1 (centres undefined),6,-20,.,88,85,0,.,3,2.8,.
CCOc1ccc(OCC)c(NS(=O)(=O)c2cccc3nsnc23)c1,4,-41,19,99,102,8,-3,4,-0.2,-48
Cc1ccccc1NC(=O)c1ccc(CN(c2ccccc2)S(=O)(=O)c2ccccc2)cc1,5,-26,4,85,78,6,-8,7,-1.8,.
O=C(CC1Nc2ccccc2NC1=O)Nc1ccccc1 (centres undefined),-14,-38,4,90,84,15,0,1,-1.9,-106
CCOC(=O)c1sc(NC(=O)CSc2nc3c(cc2C#N)CCCCC3)c(C#N)c1C,-10,-32,10,91,78,-12,0,1,-2.2,-30
CCOc1cc(/C=N/n2nnnc2N)ccc1OCc1c(C)no[n+]1[O-],0,-23,3,88,91,6,-6,7,-1.6,2
c1ccc(-c2ncc(CSc3nncn3-c3ccccc3)s2)cc1,-9,-21,23,101,105,-3,.,4,-1.1,-1
CCOC(=O)c1c(NC(C)=O)sc2c(O)c(Br)cc(Br)c12,10,-14,30,92,100,-3,2,7,-2.9,.
CCOc1ccc(/C(O)=C2/C(=O)C(=O)N(CCN(C)C)C2c2ccccc2)cc1Cl (centres undefined),3,-13,4,99,105,-19,-4,0,2.0,-29
c1ccc(Cc2nn3c(C4COc5ccccc5O4)nnc3s2)cc1 (centres undefined),-2,-48,16,94,89,-13,0,1,0.5,16
CC[C@H](C)[C@@H]1NC(=O)c2cc([N+](=O)[O-])cc(F)c2OCC[C@@H](C(N)=O)NC(=O)[C@H](CCCCN)NC1=O,4,-22,16,94,86,10,.,1,0.5,-12
c1ccc(NC(=NCc2ccco2)c2ccccc2)cc1,-2,-28,4,87,81,8,-1,5,-2.2,29
CCCn1c(=N)n(CC(=O)O)c2ccccc21,.,7,7,96,109,6,.,1,-2.7,20
COc1ccc(CNCCNC(=O)c2ccco2)c(OC)c1OC,-1,-5,14,84,90,5,-1,1,0.1,4
CC(C)CC(=O)Nc1ccc2oc(-c3cccnc3)nc2c1,-6,-9,16,102,97,7,0,3,0.0,17
Cc1c(NC(=O)c2ccccc2NS(=O)(=O)c2ccc(F)cc2)c(=O)n(-c2ccccc2)n1C,-6,-42,2,98,105,9,0,-1,0.5,-24
COc1cccc(C(=O)C[n+]2ccccc2/C=N/O)c1,4,-11,5,93,94,-8,-1,0,-1.2,.
Cc1ccc(C)c(CSc2nnc([C@@H](N)C(C)C)o2)c1,-4,-65,17,109,106,7,1,5,-0.5,-26
CCC(=O)c1ccc(OCCn2cncn2)cc1,-14,-71,12,94,101,-13,.,5,-0.7,29
COC(=O)c1c(NC(=O)c2ccc(Br)o2)sc(C)c1C,-13,-45,6,92,95,-7,-3,3,-4.4,8
CCc1ccc(OCC(=O)N/N=C2\CC(=O)c3ccccc32)cc1,-35,-43,9,37,21,2,0,0,-5.2,-16
O=C(c1ccccc1)N(Cc1ccco1)C1CCS(=O)(=O)C1 (centres undefined),-23,-29,40,103,96,15,.,-1,-0.8,-21
Cc1cc(C)cc(NS(=O)(=O)c2ccc(NC(=S)NC(=O)c3ccc(Br)o3)cc2)c1,-11,-68,2,85,79,-13,3,2,-1.4,-12
CCCOc1ccc(/C(CC)=N/NC(=O)C2(C)CC2(Br)Br)cc1 (centres undefined),-7,-5,2,76,76,6,-2,3,-0.1,22
COc1cc(C(=O)Nc2cccc(-c3nc4cc(C)ccc4o3)c2)cc(OC)c1OC,5,-49,2,76,73,1,2,1,-2.7,7
CC1CCC(NC(=O)Nc2cccs2)CC1 (centres undefined),0,2,5,88,93,-1,-1,5,-1.9,.
CCCCOc1ccc(NC(=O)c2cc(F)c(F)cc2Cl)cc1,2,7,5,91,103,10,.,3,3.1,17
Cc1cc(NC(=O)COc2ccccc2)n(-c2ccccc2)n1,-13,-61,18,97,100,5,2,0,-0.6,.
COc1ccc(NC(=O)C(C)N(c2ccc(C)cc2)S(C)(=O)=O)c(OC)c1 (centres undefined),3,-38,1,112,100,1,-1,2,-1.3,-10
CCOc1ccccc1CNC(=O)c1cc2occc2n1C,-8,-27,12,100,103,8,0,4,0.6,-13
CCc1ccc(C(=O)COC(=O)CCc2nc3ccccc3c(=O)[nH]2)cc1,7,-41,9,91,86,-2,-6,5,0.9,.
Cc1nccn1CC(=O)N/N=C/c1cccc(O)c1,6,-25,24,98,87,2,.,2,-0.3,.
Cc1c(C(=O)NCCSCc2ccc(Cl)cc2Cl)cccc1[N+](=O)[O-],-4,-33,18,58,59,-7,3,6,1.3,-48
Cc1nc2ccccc2c(=O)n1NCc1cc(Br)cs1,-10,-31,12,99,92,-2,-1,17,0.0,0
COc1ccc(C)cc1-n1nnnc1SCC(=O)Nc1cc(C)on1,-2,-33,8,91,100,4,.,3,-1.0,-40
CCN(Cc1ccccc1)S(=O)(=O)c1ccc2oc(C(=O)O)c(C)c2c1,-17,-5,7,97,108,1,-1,3,-0.9,-40
CN(C)S(=O)(=O)c1cccc(C(=O)Nc2ccc(Cl)cn2)c1,-15,-24,14,87,84,10,1,3,0.4,.
CO/N=C(/CS(=O)(=O)Cc1ccccc1Cl)c1ccc(Cl)cc1Cl,-4,-28,4,78,68,-1,-1,6,-2.8,20
CCCC(=O)NCc1ccc2c(c1)cc(C)n2C,-26,-4,7,94,104,-9,.,2,-1.7,.
O=S(=O)(NC1c2cccc3cccc(c23)C1Sc1ncccn1)c1ccccc1 (centres undefined),7,-48,36,51,43,0,-1,2,-1.9,.
